PMI act satM6P = human PMI activators, high substrate, primary screen, biochemical, fluorescence intensity, near-saturating mannose 6-phosphate; Mannose-6-phosphate isomerase (Homo sapiens), P34949; coupled PMI enzyme assay, resazurin fluorescence, 20 min; hits give high values; 1 = untreated enzyme, 0 = substrate-free blank; activation factor at 20 µM; 0.34% of 190,000 active; AID 1216, 2008;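 active = activation factor of 2 or more at 20 µM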
Target sequence (P34949 whole entry, looked up): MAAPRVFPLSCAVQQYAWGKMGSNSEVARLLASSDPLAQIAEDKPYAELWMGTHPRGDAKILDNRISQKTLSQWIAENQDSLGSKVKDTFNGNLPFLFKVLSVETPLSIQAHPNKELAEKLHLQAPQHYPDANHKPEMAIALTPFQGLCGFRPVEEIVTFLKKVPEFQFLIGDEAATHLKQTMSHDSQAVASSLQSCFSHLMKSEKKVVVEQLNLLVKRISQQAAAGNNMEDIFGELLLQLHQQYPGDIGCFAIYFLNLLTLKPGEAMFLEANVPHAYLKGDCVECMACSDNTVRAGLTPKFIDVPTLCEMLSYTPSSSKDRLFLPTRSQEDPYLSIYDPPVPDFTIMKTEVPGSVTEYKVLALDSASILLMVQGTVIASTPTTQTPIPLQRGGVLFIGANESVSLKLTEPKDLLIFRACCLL
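Test system: human PMI in coupled enzyme assay; Input: PMI at 15 ng/mL final; Medium: HEPES buffer, pH 7.4; Schedule: 20 min incubation at room temperature; Technique: resorufin fluorescence at Ex 544/Em 590 nm; Compound: 20 µM single dose; Probe or stimulus: Near-saturating mannose-6-phosphate, 1.0 mM.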
Diaph inh CS = diaphorase inhibitors and chemical oxidizers, primary screen, counter-screen for diaphorase-coupled primary assays, biochemical, uHTS, resorufin fluorescence | diaphorase resazurin-to-resorufin fluorescence, NADH, 16 min; bacterial (C. kluyveri) enzyme, not human | inhibition, % at 20 µM | 0.69% of 190,000 active;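 active = primary screen inhibition at 20 µM above a set limit, cut at about 50% in these data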;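 note: plate controls were DMSO with full reaction for no effect and wells lacking NADH for full effect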
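Assay system – diaphorase enzyme from Clostridium kluyveri · Amount – diaphorase 0.14 U/mL (working solution) · Times – reaction incubation of 16 min at room temperature · Controls – No-NADH positive control and DMSO neutral control · Signal – resorufin fluorescence 544/590 nm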
G6PDH CS = L. mesenteroides G6PDH inhibitors, counter-screen for G6PDH-coupled screening assays, biochemical, Leuconostoc mesenteroides enzyme | Purified L. mesenteroides G6PDH, diaphorase/resazurin coupled fluorescence, 45 min | inhibition, % at 5 µM | 0.12% of 200,000 active | AID 1020, 2008; in the data active = inhibition above about 50%
FLuc stim CS = FLuc activators, initial screening, artefact control for FLuc-dependent activation tests, biochemical, ATPlite luminescence. Luciferin 4-monooxygenase (Photinus pyralis), P08659. ATPlite luciferase biochemical, 10 min; 0 = ATP-free wells, 1 = DMSO control. activation factor at 10 µM. 200,000 tested, under 10 active;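 active = luciferase activation factor, scaled between plate controls, of at least 2 with compound at 10 µM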
Target sequence (P08659 whole entry, looked up): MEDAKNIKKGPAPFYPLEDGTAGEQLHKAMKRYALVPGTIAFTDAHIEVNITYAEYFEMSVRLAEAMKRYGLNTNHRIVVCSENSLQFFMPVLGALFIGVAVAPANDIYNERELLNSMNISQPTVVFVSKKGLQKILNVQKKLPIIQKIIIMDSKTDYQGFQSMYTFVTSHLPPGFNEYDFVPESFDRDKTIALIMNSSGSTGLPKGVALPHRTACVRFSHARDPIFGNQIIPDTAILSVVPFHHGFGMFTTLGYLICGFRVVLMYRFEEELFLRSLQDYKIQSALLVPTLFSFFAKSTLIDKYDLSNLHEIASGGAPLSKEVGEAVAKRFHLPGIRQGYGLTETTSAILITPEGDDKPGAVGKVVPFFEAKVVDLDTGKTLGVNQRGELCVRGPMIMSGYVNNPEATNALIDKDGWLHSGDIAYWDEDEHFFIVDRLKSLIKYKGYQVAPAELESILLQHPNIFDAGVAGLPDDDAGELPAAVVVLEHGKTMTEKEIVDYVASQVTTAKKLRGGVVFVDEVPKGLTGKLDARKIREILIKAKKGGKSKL
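Material: Luciferase/luciferin reagent mix; Doses: test compounds dosed from 2 mM stocks in 100% DMSO; Schedule: 10 min incubation after luciferase reagent addition, room temperature; Measured by: luminescence from luciferase reaction; Read-out: luminescence gain marking luciferase activators.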
Diaphorase act = compounds boosting diaphorase resazurin reduction – biochemical, uHTS, resorufin fluorescence, counter-screen for diaphorase-coupled primary assays, primary screen | Diaphorase/resazurin coupled assay, 16 min; hits give high values; 1 = vehicle wells, 0 = NADH-free wells | activation factor at 20 µM | 0.005% of 190,000 active | AID 1229, 2008;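 active = diaphorase activity raised at least twofold by the compound at 20 µM; inactive = activation factor below 2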
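Material: Purified diaphorase enzyme from Clostridium kluyveri | Buffer or medium: 50 mM HEPES pH 7.4 with 4.542 mM MgCl2, 0.005% Tween 20 | Times: 16 min enzyme reaction, ambient temperature | Signal: Red resorufin fluorescence at 544/590 nm excitation/emission | Measure: Increased resorufin signal from activators or reducing compounds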
TNAP inh hi DEA = human TNAP enzyme inhibitors, primary screen, biochemical, luminescent, high phosphate acceptor level, uHTS | Alkaline phosphatase, tissue-nonspecific isozyme (Homo sapiens), P05186 | purified TNAP, CDP-star luminescence, 1 M DEA | inhibition, % at 20 µM | 0.03% of 200,000 active | AID 1135, 2008;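 active = over 50% inhibition of tissue-nonspecific alkaline phosphatase at 20 µM in the single-dose screen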;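 note: plate controls were DMSO wells for no effect and EDTA-quenched wells as full inhibition for full effect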
PMI act = activators of human PMI, primary screen, biochemical, fluorescence intensity, near-Km mannose 6-phosphate. AID 1214, 2008. activation factor at 20 µM. purified human PMI, coupled resazurin fluorescence, 20 min; hits give high values; 1 = vehicle control, 0 substrate-free wells. 0.005% of 190,000 active;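 active = activation factor of 2 or more at 20 µM, relative to plate controls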
TNAP inh no acc = human TNAP enzyme inhibitors, primary screen, biochemical, luminescent, no phosphate acceptor, uHTS; purified TNAP, CDP-star luminescence, 30 min; inhibition, % at 20 µM; 0.26% of 200,000 active;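 active = tissue-nonspecific alkaline phosphatase inhibition above about 50% at 20 µM in the single-dose screen, limit read from the data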;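 note: 0% = DMSO negative control and 100% = EDTA positive control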
TNAP act hiacc = TNAP activators at high phosphate acceptor level, primary screen, biochemical, luminescence, uHTS; Alkaline phosphatase, tissue-nonspecific isozyme (Homo sapiens), P05186; activation factor at 20 µM; 200,000 tested, under 10 active; purified TNAP, CDP-star luminescence, 1 M DEA, 30 min; hits give high values; 0 = EDTA background, 1 = DMSO-only activity;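 active = activation factor at least 2 at 20 µM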
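Test system – human TNAP · Doses – 20 µM single point · Incubation – 30 min, room temperature · Signal – luminescent substrate turnover signal · Read-out basis – activation factor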
HMGR II inh = inhibitors of E. faecalis class II HMGR, primary screen, biochemical, Enterococcus faecalis | HMG-CoA reductase (Enterococcus faecalis, mvaE) | purified E. faecalis HMGR, NADPH absorbance 340 nm kinetic | inhibition, % at 10 µM | 0.41% of 190,000 active;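 active = inhibition above a set limit, the median over all tested compounds plus 3 SD, cut at about 9.5% in these data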;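 note: enzyme runs in reverse so mevalonate oxidation gives rising NADPH absorbance; 0% = complete reaction with DMSO and 100% = background rate lacking mevalonate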
Numbers without * were called inactive; . = not tested or not shown.

1: CCc1c(C)nc2ncnn2c1N1CCN(S(=O)(=O)c2ccc(OC)cc2)CC1
2: Cc1cc2nc(NC3=NCN(CCN4CCOCC4)CN3)nc(C)c2cc1C
3: COc1ccc(C)cc1S(=O)(=O)N(CC(=O)Nc1cccc([N+](=O)[O-])c1)c1cc(C)cc(C)c1
4: O=P(COCCCCCOCP(=O)(c1ccccc1)c1ccccc1)(c1ccccc1)c1ccccc1
5: CCN1CCN(C(=O)CCCn2c(C)c3cnn(-c4ccccc4)c(=O)c3c2C)CC1
6: CC1CCCCC12NC(=O)N(CC(=O)Nc1ccccc1-c1ccccc1)C2=O (stereo unspecified)
7: O=C(COc1ccccc1-c1ccccc1)NCc1cccc(Cl)c1
8: CCC(C(=O)OCC(=O)Nc1ccc(Cl)c(S(=O)(=O)N(C)C)c1)c1ccccc1 (stereo unspecified)

Screen / compound no.,1,2,3,4,5,6,7,8
PMI act satM6P,.,1.1,1,0.9,0.9,0.9,0.9,0.9
Diaph inh CS,.,-20,-1,19,16,29,22,27
G6PDH CS,7,5,-8,-1,-6,13,-14,-24
FLuc stim CS,1,1.1,1,1.1,1.1,0.9,1.1,1.1
Diaphorase act,.,1.2,1,0.8,0.8,0.7,0.8,0.7
TNAP inh hi DEA,-2,-6,0,1,-8,-2,-3,-6
PMI act,.,1.1,0.9,1,1,1,0.8,0.8
TNAP inh no acc,-6,4,-10,-2,-21,-9,-5,9
TNAP act hiacc,1,1.1,1,1,1.1,1,1,1.1
HMGR II inh,-1,.,5,-6,-1,-5,-8,-4

9: O=C(NC1CCCCC1)C(c1cccnc1)N(C(=O)CCl)c1ccc(F)cc1 (stereo unspecified)
10: Cc1ccc(C(=O)NCc2ccco2)cc1S(=O)(=O)N1CCCCC1
11: COc1ccccc1NC(=O)/C=C\C(=O)O
12: CSc1nc(C)c(Oc2ccccc2)c(=O)n1C
13: CCCn1nc(C(=O)OCC(=O)c2ccc3c(c2)NC(=O)CO3)c2ccccc2c1=O
14: CC(C)OC(=O)c1cc2ccccc2[nH]1
15: COc1ccc(C(=O)n2c(SC)nc3cc4c(cc32)OCCO4)cc1
16: CC(NC(=O)c1cccnc1)c1ccc2c(c1)OCO2 (stereo unspecified)

Screen / compound no.,9,10,11,12,13,14,15,16
PMI act satM6P,1.1,0.9,0.9,0.9,1.1,0.9,1,1
Diaph inh CS,0,18,1,12,-16,14,0,8
G6PDH CS,-11,4,5,-7,-1,7,3,-13
FLuc stim CS,1.1,1.1,1.1,1,1,1,1,1.1
Diaphorase act,1,0.8,1,0.9,1.2,0.9,1,0.9
TNAP inh hi DEA,-4,-4,-5,2,0,-2,-2,-3
PMI act,1,1,1.4,0.9,1.1,1,1,0.9
TNAP inh no acc,-6,1,0,-4,-9,-3,-5,0
TNAP act hiacc,1,1,1.1,1,1,1,1,1
HMGR II inh,2,-1,-1,-7,-5,-1,7,0

17: Brc1ccc(OCc2nc(-c3ccccn3)n[nH]2)cc1
18: O=C(O)c1cc2n(n1)C(C(F)(F)F)CC(c1ccccc1)N2 (stereo unspecified)
19: CC(C)=CCN1CCN(Cc2ccc(C)s2)CC1CCO (stereo unspecified)
20: CCOCCCNC(=O)C(NC(=O)Cc1c[nH]c2ccccc12)c1ccccc1 (stereo unspecified)
21: CCN(CC)CCN1C(=O)C(=O)/C(=C(/O)c2ccc(OC)cc2)C1c1ccco1 (stereo unspecified)
22: COc1ccc(NC(=O)C2(c3ccccc3)CCCC2)cc1
23: O=C(CN1C(=O)COc2ccccc21)NCCCN1CCN(Cc2ccccc2)CC1
24: Cc1ccc(CNC(=O)/C=C/c2ccccc2Cl)cc1

Screen / compound no.,17,18,19,20,21,22,23,24
PMI act satM6P,1.1,0.8,1.1,1,0.9,0.9,0.9,0.9
Diaph inh CS,0,30,4,10,11,27,5,3
G6PDH CS,3,2,7,2,3,7,-13,7
FLuc stim CS,0.9,1.1,1.1,1,1,1,1.1,1
Diaphorase act,1,0.7,1,0.9,0.9,0.7,0.9,1
TNAP inh hi DEA,-3,-1,-2,-1,-2,-5,-2,-4
PMI act,1.1,0.8,1,0.9,0.9,0.8,1,0.9
TNAP inh no acc,4,-14,-5,-4,-7,7,-10,-4
TNAP act hiacc,1,1,1,1,1,1,1,1
HMGR II inh,-1,-3,-2,-1,-2,-7,-1,-4

25: O=C(c1ccc(Sc2cccc(Cl)c2)c([N+](=O)[O-])c1)N1CCN(c2ccccn2)CC1
26: O=C(NCc1ccccc1)c1ccc2nc(-c3ccco3)c(-c3ccco3)nc2c1
27: Cc1ccc(S(=O)(=O)N2CCCCC2)cc1NC(=O)CSc1ncn[nH]1
28: CN1c2ccccc2C2(C)CCCC3=Cc4cc([N+](=O)[O-])cc([N+](=O)[O-])c4OC312 (stereo unspecified)
29: CCC(=O)Nc1nc(C)c(C(=O)N2CCCCC2)s1
30: CCn1cc(C(=O)OCC(=O)OC2CC(C)CCC2C(C)C)c(=O)c2ccc(C)nc21 (stereo unspecified)
31: CCCCCn1c(-c2ccco2)nc2nc3ccccc3nc21
32: O=C(CN1CCN(c2ccc(Cl)cc2)CC1)NCc1ccccc1

Screen / compound no.,25,26,27,28,29,30,31,32
PMI act satM6P,0.9,1.3,0.9,1,1,0.8,1.6,1.1
Diaph inh CS,14,46,9,8,-3,22,14,86*
G6PDH CS,8,22,12,1,0,-3,-24,2
FLuc stim CS,1,1,1,1.1,1.1,1.1,1,1
Diaphorase act,0.9,0.5,0.9,0.9,1,0.8,0.9,0.1
TNAP inh hi DEA,2,10,-2,7,-4,-4,5,-2
PMI act,0.9,1.2,0.9,1,1,0.8,1.4,1
TNAP inh no acc,-5,7,-9,-8,-10,-8,0,-7
TNAP act hiacc,1,0.9,1,0.9,1,1,1,1
HMGR II inh,0,3,-4,-8,-1,-4,-5,-9

A second format for 14 compounds above:
nr | SMILES | PMI act satM6P | Diaph inh CS | G6PDH CS | FLuc stim CS | Diaphorase act | TNAP inh hi DEA | PMI act | TNAP inh no acc | TNAP act hiacc | HMGR II inh
19 | CC(C)=CCN1CCN(Cc2ccc(C)s2)CC1CCO (stereo unspecified) | 1.1 | 4 | 7 | 1.1 | 1 | -2 | 1 | -5 | 1 | -2
20 | CCOCCCNC(=O)C(NC(=O)Cc1c[nH]c2ccccc12)c1ccccc1 (stereo unspecified) | 1 | 10 | 2 | 1 | 0.9 | -1 | 0.9 | -4 | 1 | -1
21 | CCN(CC)CCN1C(=O)C(=O)/C(=C(/O)c2ccc(OC)cc2)C1c1ccco1 (stereo unspecified) | 0.9 | 11 | 3 | 1 | 0.9 | -2 | 0.9 | -7 | 1 | -2
22 | COc1ccc(NC(=O)C2(c3ccccc3)CCCC2)cc1 | 0.9 | 27 | 7 | 1 | 0.7 | -5 | 0.8 | 7 | 1 | -7
23 | O=C(CN1C(=O)COc2ccccc21)NCCCN1CCN(Cc2ccccc2)CC1 | 0.9 | 5 | -13 | 1.1 | 0.9 | -2 | 1 | -10 | 1 | -1
24 | Cc1ccc(CNC(=O)/C=C/c2ccccc2Cl)cc1 | 0.9 | 3 | 7 | 1 | 1 | -4 | 0.9 | -4 | 1 | -4
25 | O=C(c1ccc(Sc2cccc(Cl)c2)c([N+](=O)[O-])c1)N1CCN(c2ccccn2)CC1 | 0.9 | 14 | 8 | 1 | 0.9 | 2 | 0.9 | -5 | 1 | 0
26 | O=C(NCc1ccccc1)c1ccc2nc(-c3ccco3)c(-c3ccco3)nc2c1 | 1.3 | 46 | 22 | 1 | 0.5 | 10 | 1.2 | 7 | 0.9 | 3
27 | Cc1ccc(S(=O)(=O)N2CCCCC2)cc1NC(=O)CSc1ncn[nH]1 | 0.9 | 9 | 12 | 1 | 0.9 | -2 | 0.9 | -9 | 1 | -4
28 | CN1c2ccccc2C2(C)CCCC3=Cc4cc([N+](=O)[O-])cc([N+](=O)[O-])c4OC312 (stereo unspecified) | 1 | 8 | 1 | 1.1 | 0.9 | 7 | 1 | -8 | 0.9 | -8
29 | CCC(=O)Nc1nc(C)c(C(=O)N2CCCCC2)s1 | 1 | -3 | 0 | 1.1 | 1 | -4 | 1 | -10 | 1 | -1
30 | CCn1cc(C(=O)OCC(=O)OC2CC(C)CCC2C(C)C)c(=O)c2ccc(C)nc21 (stereo unspecified) | 0.8 | 22 | -3 | 1.1 | 0.8 | -4 | 0.8 | -8 | 1 | -4
31 | CCCCCn1c(-c2ccco2)nc2nc3ccccc3nc21 | 1.6 | 14 | -24 | 1 | 0.9 | 5 | 1.4 | 0 | 1 | -5
32 | O=C(CN1CCN(c2ccc(Cl)cc2)CC1)NCc1ccccc1 | 1.1 | 86* | 2 | 1 | 0.1 | -2 | 1 | -7 | 1 | -9
